Screening results (PubChem)
KinaseGlo FLuc – blocks Kinase-Glo luciferase, a counter-screen artifact | Kinase-Glo luciferase, ATP luminescence, 8 min | 200,000 tested, 0.28% active | Potency, µM (doses to about 38.3 µM), inactives show at the top dose activity change, negative = inhibition, hits mostly inhibitors | Q27757; also: potency is read from the fitted curve at half-maximal effect; % is scaled to controls: 0 for no effect and ±100 for the full control effect; nearly all actives have a fitted effect of over 60% in size
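Substrate mix (final 50 mM imidazole pH 7.2, 50 mM KCl, 7 mM MgCl2, 10 uM ATP, 0.01% Tween 20, 0.05% BSA) plus pin-tool compound, then Kinase-Glo detection mix; 8 min ambient, luminescence read.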
NPSR antag – antagonists of human neuropeptide S receptor cAMP signaling; Q6W5P4; CHO-NPSR cells, cAMP TR-FRET, antagonist mode; Potency, µM (series often up to 38.3 µM), for inactives: at the highest dose activity change, negative = inhibition, most hits filed as inhibitors; 220,000 tested, 1% active; also: potency is read from the fitted curve at half-maximal effect; % is scaled to controls: 0 for no effect and ±100 for the full control effect; nearly all actives have a fitted effect of over 50% in size; many of its hits are not listed in these tables
Target sequence (Q6W5P4 whole entry, looked up): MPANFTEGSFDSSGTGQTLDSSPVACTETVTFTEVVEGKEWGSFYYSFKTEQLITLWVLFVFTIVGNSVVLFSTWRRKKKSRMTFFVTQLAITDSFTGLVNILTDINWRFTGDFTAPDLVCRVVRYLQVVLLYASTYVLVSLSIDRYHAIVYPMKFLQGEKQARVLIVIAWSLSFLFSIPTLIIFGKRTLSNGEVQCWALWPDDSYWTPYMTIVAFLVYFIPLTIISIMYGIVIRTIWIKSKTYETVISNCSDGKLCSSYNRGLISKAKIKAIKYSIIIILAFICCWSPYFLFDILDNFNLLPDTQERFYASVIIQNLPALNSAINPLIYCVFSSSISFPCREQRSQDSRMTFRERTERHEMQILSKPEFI
IMPase Li inh – IMPase inhibition in cells with lithium potentiation | CHO-M1 cells, IP1 TR-FRET (IP-One), carbachol + lithium | Potency, µM (titrated, usually from 59.4 µM), without a hit: at the top dose activity, negative = IMPase inhibition, actives largely listed as inhibitors | 210,000 tested, 0.35% active | AID 1457;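 also: IP1 builds up when IMPase is blocked and the TR-FRET signal falls; potency is read from the fitted curve at half-maximal effect; plate controls were basal vehicle for no effect and high inhibitor control for full effect; nearly all actives have a fitted effect of over 50% in size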
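CHO cells stably expressing M1 receptor (2000/well, cultured 16–30 h) treated 30 min at 37C with compound plus low lithium. Cytosolic IP1 by TR-FRET (665/620 ratio and 620 channel) after 10 min lysis; AC50 by Hill fit.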
Lamin A splicing – LMNA splicing modulation. HeLa LMNA splicing GFP/RFP minigene ratio, 48 h. Potency, µM (series often up to 46.1 µM), for the others: top-dose ratio change, negative = inhibition, hits mostly inhibitors. 200,000 tested, 0.01% active; active = well fitted inhibition curve with a large enough effect in the signal ratio, with a control signal flat, not every such curve was filed as active; inconclusive = small, poorly fitted or top-dose-only effect, or effect the other way, or a change in a side signal; the % refers to the signal ratio; also: potency is read from the fitted curve at half-maximal effect; % is scaled to controls: 0 for no effect and ±100 for the full control effect
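S3 HeLa cells stably expressing lamin A-EGFP splicing minigene plus DsRed2, 600 cells/well, 48 h compound exposure at 37C. Laser-scanning cytometry; analysed as GFP (500-530 nm)/RFP (575-640 nm) total intensity ratio; 0.5% DMSO vehicle.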
CBFb-RUNX1 inh – CBF-beta/RUNX1 interaction disruption. Potency, µM (series often up to 59.8 µM), without a hit: at the top dose activity, negative = inhibition, most hits filed as inhibitors. AlphaScreen CBFb-His/RUNX1-biotin binding, biochemical. Q01196+Q13951. 230,000 tested, under 10 active; also: % of control where 0% means no effect
Target sequence (Q01196 whole entry, looked up): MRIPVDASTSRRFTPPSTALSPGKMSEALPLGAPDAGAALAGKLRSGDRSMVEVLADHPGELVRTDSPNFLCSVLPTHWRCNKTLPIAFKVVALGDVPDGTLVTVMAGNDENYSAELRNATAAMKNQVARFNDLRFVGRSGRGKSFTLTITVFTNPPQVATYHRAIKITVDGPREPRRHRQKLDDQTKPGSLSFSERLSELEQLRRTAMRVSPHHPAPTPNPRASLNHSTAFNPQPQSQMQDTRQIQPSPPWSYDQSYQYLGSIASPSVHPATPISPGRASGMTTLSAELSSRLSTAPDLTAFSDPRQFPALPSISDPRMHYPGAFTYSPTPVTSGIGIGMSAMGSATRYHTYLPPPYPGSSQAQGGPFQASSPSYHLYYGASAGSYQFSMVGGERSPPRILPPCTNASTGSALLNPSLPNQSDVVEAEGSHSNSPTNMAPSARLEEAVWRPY
Target sequence (Q13951 whole entry, looked up): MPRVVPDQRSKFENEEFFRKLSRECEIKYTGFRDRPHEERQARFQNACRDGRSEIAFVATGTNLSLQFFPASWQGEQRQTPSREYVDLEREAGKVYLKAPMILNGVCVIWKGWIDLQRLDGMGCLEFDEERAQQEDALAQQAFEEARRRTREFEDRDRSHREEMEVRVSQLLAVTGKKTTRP
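Proteins preincubated together for 20 min at RT before compound addition; 15 min later, nickel and streptavidin beads were added and left 90 min prior to AlphaScreen measurement.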
HttQ103 aggreg – mutant huntingtin aggregation inhibition. PC12 HttQ103-GFP aggregates, Acumen cytometry, 40 h. Potency, µM (series often up to 46.1 µM), without a hit: top-dose activity change, negative = inhibition, actives largely listed as inhibitors. 220,000 tested, 1.1% active; also: potency is read from the fitted curve at half-maximal effect; % is scaled to controls: 0 for no effect and ±100 for the full control effect; nearly all actives have a fitted effect of over 60% in size
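Quantitative HTS on tebufenozide-induced (100 nM) PC12 cells stably expressing polyQ103 Huntingtin exon 1–GFP. Reduction of bright GFP aggregates, detected by laser scanning cytometry after lysis, identified actives across the titration.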
Epigenetic derep – regulators of epigenetic silencing causing reporter derepression in mouse cells | Potency, µM (highest dose often 53.9 µM), for the others: at the top dose GFP activation, most hits filed as activators | AID 1865 | murine LDR cells, GFP reporter derepression, 30 h | 280,000 tested, 0.2% active; also: potency is read from the fitted curve at half-maximal effect; % of control where 0% means no effect; nearly all actives have a fitted effect of over 60% in size
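Murine LDR cells carrying a silenced, genomically integrated CMV-driven GFP reporter were exposed to compound for 30 hours at 37 C. After PBS washes, GFP-positive cells (20–120 um objects) were counted by laser-scanning microplate cytometry.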
* marks the source's active call; other numbers are inactive results; ? = inconclusive; / = no result given; [ ] = remark or other dose. Unless noted, calls follow the shape of the dose curve; as a rule, active = well fitted curve in the direction sought with a large enough effect; inconclusive = small, poorly fitted or top-dose-only effect, or another doubt; inactive = no such curve, though single readings can be large; an effect the other way counts as inactive or inconclusive.

SMILES | KinaseGlo FLuc | NPSR antag | IMPase Li inh | Lamin A splicing | CBFb-RUNX1 inh | HttQ103 aggreg | Epigenetic derep
COc1ccc(C(=O)c2ccc(O)cc2)c(O)c1O | 0% | / | 9% | ? | / | / | 1.6%
Cc1ccccc1Cn1c(=O)n(Cc2ccco2)c(=O)c2ccccc21 | 2% | -26%[46.1 µM] | 27%[38.3 µM] | 12% | 2% | ? | 2.0%
CC(C)(C)C(=O)O/N=C(\N)c1ccc(-c2csnn2)cc1 | / | -3% | / | / | 19% | -14%[9.22 µM] | -0.2%
CC(C)C(=O)Nc1ccc(N2CCN(c3ccc(F)cc3)CC2)cc1 | 0% | 7% | 8% | -11%[46 µM] | -1% | 9% | -4.1%
Cc1cc(Br)ccc1NC(=O)CN1C(=S)NC(C)(C)CC1C (configuration not stated) | 0% | -10% | 4% | / | -5% | 24% | -0.3%
COCCN1C(=O)N[C@@H](c2cccc(C(F)(F)F)c2)C(C(=O)OC)=C1C | -4%[7.66 µM] | / | 9% | -4%[9.22 µM] | -1%[13.1 µM] | / | /
CCOc1ccc(-c2nc(C#N)c(NCc3ccco3)o2)cc1 | -5% | -7% | 10% | 3%[46 µM] | -1% | -3% | 1.1%
O=C(Nc1cc(S(=O)(=O)N2CCCCC2)ccc1N1CCCCC1)C1CC1 | / | -54% | / | / | 13% | -16%[9.22 µM] | -0.2%
C[C@@H]1CN(c2c(F)c(F)c3c(=O)c(C(=O)O)cn(C4CC4)c3c2F)C[C@H](C)N1 | / | / | / | ? | 1% | 4% | /
CC1=CC(C)C2C(=O)N(CCCN(C)C)C(=O)C2C1 (configuration not stated) | -1% | 8%[46.1 µM] | 26%[38.3 µM] | 11% | 7% | -16% | 4.5%
Clc1cccc(-c2nc3nc4ccccc4nc3n2Cc2ccccc2)c1 | 1% | -46% | 16% | 0% | -1% | -20% | 0.0%
COC(=O)c1ccc(NC(=O)C(=O)NCC2CCCO2)cc1 (configuration not stated) | 1% | 18% | -2% | -3% | 3% | -8% | 0.0%
O=C(NCc1ccco1)c1cccc2c1C(=O)N(C1CCCCC1)C2 | 1% | -11%[46.1 µM] | 4% | -5% | -3% | -4% | 0.1%
COc1cc(CO)cc(Br)c1OCc1cccnc1 | / | -4%[46.1 µM] | / | -5% | 6% | -14% | -3.4%
COC(=O)[C@@H](NC(=O)O[C@@H]1C(=O)c2cc(OC)ccc2O[C@H]1c1cccc(OC)c1)C(C)C | 3% | / | 15% | / | -8% | / | -0.3%
CC(C)(C)c1[nH]nc2c1C(c1ccc(OC(=O)c3ccco3)cc1)C(C#N)=C(N)O2 (configuration not stated) | -5% | -20%[46.1 µM] | 18%[38.3 µM] | 15% | -1% | 6% | 1.4%
CCc1ccc(S(=O)(=O)c2n[nH]n3c2nc(=O)c2ccccc23)cc1 | 1% | -12%[46.1 µM] | -5% | -7% | -4% | -5% | 1.8%
O=C(CSc1nc2ccccc2[nH]1)Nc1nc(-c2cccc(Br)c2)cs1 | -1% | -8% | -4% | -4% | -12% | -7% | 0.0%
CCC1CCCCN1C(=O)CSc1nc(N)c(NC(=O)c2ccc(OC)c(OC)c2)c(=O)[nH]1 (configuration not stated) | 1% | 3%[46.1 µM] | 8%[38.3 µM] | -8% | 12% | -17% | 0.0%
S=C(NCc1ccccc1)N1CCCCC1 | 0% | 15% | 3% | / | 13% | -6% | -0.4%
CCOC(=O)C(C)Sc1ccc2nnc(CCNS(=O)(=O)c3ccc(C)cc3)n2n1 (configuration not stated) | 0% | -20% | -1% | 0%[46 µM] | -3% | 11% | ?
COC(=O)c1ccc(COc2ccc3c(c2)CCC3)o1 | / | 4% | / | / | 17% | -3%[9.22 µM] | -1.0%
Cc1nnc(NC(=O)c2ccc3ccccc3n2)s1 | / | -23% | -2% | / | -6% | 12% | 1.3%
Cc1ccc(S(=O)(=O)NCc2ccc(/C=C(/C#N)C(=O)NCc3ccccc3)o2)cc1 | 2% | -1% | 13% | -10% | 2% | ? | 0.0%
CCOC(=O)CCC(NC(=O)CCCCCCCCC(=O)NC(CCC(=O)OCC)C(=O)OCC)C(=O)OCC (configuration not stated) | 2% | -3% | -4% | 1% | 0% | 24% | 0.3%
O=C1CC(N2CCOCC2)C(=O)N1c1ccc2c(c1)OCO2 (configuration not stated) | -4% | -4%[46.1 µM] | 19%[38.3 µM] | 4% | 0% | -20% | 0.0%
Nc1nc2c(Cl)cc(Cl)cc2s1 | 0% | 35% | -14% | ? | 3% | -9% | -2.8%
N#Cc1cc[n+](CC(=O)c2ccc(NC(=O)c3ccccc3)cc2)cc1 | / | -7%[7.67 µM] | / | / | 7% | 5%[9.22 µM] | 1.1%
Cc1cc(C)n(/C(=C/N(C)C)C(=O)c2ccccc2)n1 | -4% | 16% | -5% | 19%[46 µM] | 10% | -11% | 2.9%
Cc1c(Cl)cnc(NC(=O)COC(=O)CCc2nc3ccccc3s2)c1Cl | 1% | 18% | -1% | -19% | -8% | -1% | 1.0%
CCOC(=O)C1CCCN(C(=O)c2ccc(OC(C)=O)cc2)C1 (configuration not stated) | / | 10%[46.1 µM] | / | 5% | 5% | 0% | -6.0%
O=C(NC1CC2CCC1C2)c1ccc(CN2CCOCC2)cc1 (configuration not stated) | 1% | -2%[46.1 µM] | 1%[38.3 µM] | 10% | 1% | -9% | -0.8%
CNC(=S)N/N=C/c1ccc(-c2ccc(C(=O)O)cc2)o1 | / | 38% | / | / | -8% | -19%[9.22 µM] | -0.6%
O=C(O)CSc1nnc(-c2cccnc2)n1Cc1ccccc1 | -1% | 6%[46.1 µM] | -3%[38.3 µM] | -3% | 6% | 6% | -0.3%
N/C(=N\OC(=O)C(c1ccccc1)c1ccccc1)c1cccnc1 | 0% | -26%[46.1 µM] | 6%[38.3 µM] | 1%[0.0737 µM] | 6% | 0.71µM* | -0.1%
O=S1(=O)C=C(N2CCOCC2)c2ccccc21 | -3% | 2%[46.1 µM] | -13%[38.3 µM] | 1% | 2% | 6% | -0.6%
N/C(=N\OC(=O)CN1C(=O)c2ccccc2C1=O)c1ccc(Br)cc1 | 1% | 4% | 11% | -9%[46 µM] | -4% | 0%[9.22 µM] | 1.5%
CC(=O)c1ccc(Oc2cc(C)nc(N3CCOCC3)n2)cc1 | -1% | -6% | 7% | 1% | -9% | 27% | 0.0%
COCCN1Cc2cccc(C(=O)Nc3ccc(C)c(C)c3)c2C1=O | -9% | -21%[46.1 µM] | -7%[38.3 µM] | 7% | 0% | -15% | 4.4%
O=C1c2cccc3c([N+](=O)[O-])ccc(c23)C(=O)N1CC1CCCO1 (configuration not stated) | 1% | -43% | -2% | / | -13% | 7% | ?
Cc1ccc(CCNC(=O)C2CCN(C(=O)N(C)C)CC2)cc1 | 1% | -5%[46.1 µM] | 26%[38.3 µM] | 5% | -1% | 1%[9.22 µM] | 0.0%
CCOC(=O)N1CCN(C(=O)CN(c2ccc(OCc3ccccc3)cc2)S(C)(=O)=O)CC1 | 2% | -16%[46.1 µM] | 19%[38.3 µM] | 3% | 5% | -8% | -1.0%
CCn1c(SCC(=O)NNC(=O)Cc2ccccc2)nnc1-c1ccncc1 | 0% | 21% | 3% | / | 12% | 10%[9.22 µM] | -2.2%
O=C(O)c1ccc2ncsc2c1 | / | -13% | / | / | -5% | 13%[9.22 µM] | -2.2%
COc1cc(NC(=O)COc2ccc(Cl)cc2)ccc1-c1cc2ccccc2oc1=O | 1% | 7% | -1% | ? | -3% | 6% | 0.0%
CN(C)c1ccc(NC(=O)C(=O)C2C(=O)Nc3ccccc32)cc1 (configuration not stated) | / | 6% | / | / | 1% | -10%[9.22 µM] | 1.6%
CCOCCCNC(=O)C1CCN(C(=O)N(C)C)CC1 | 1% | 1%[46.1 µM] | 2%[38.3 µM] | 7% | 7% | -13% | -2.1%
Cc1nn(Cc2ccc(Cl)cc2)c2sc(C(=O)O)cc12 | -1% | -3% | -1% | 13%[46 µM] | 5% | -17% | -1.1%
O=C(O)CCC(=O)Nc1nc2nc(-c3ccccc3)cc(-c3ccccc3)n2n1 | -3% | -14%[46.1 µM] | -7%[38.3 µM] | 13% | 6% | 3% | 1.8%
CCOC(=O)c1cc(-c2ccco2)nc2c1c(C)nn2-c1ccccc1 | 4% | -18%[46.1 µM] | 1%[38.3 µM] | -5% | 0% | 13% | -0.6%
CCC(=O)OCC(=O)[C@@]1(OC(=O)CC)[C@@H](C)C[C@@H]2[C@H]3CCC4=CC(=O)C=C[C@]4(C)[C@@]3(F)[C@@H](O)C[C@@]21C | 2%[39.9 µM] | / | 6% | / | -9% | / | -0.9%
O=c1c2cc(Cl)ccc2nc(-c2ccccc2Cl)n1O | -1% | -32% | -13% | -6%[46 µM] | 2% | 5% | -0.4%
Cc1cc(N2CCCCC2)c(F)cc1[N+](=O)[O-] | 4% | 7%[46.1 µM] | 11%[38.3 µM] | 8% | 1% | 2% | 1.3%
Cc1ccc(C2C(C(=O)c3ccco3)=C(O)C(=O)N2c2ncccn2)cc1 (configuration not stated) | / | 35% | / | / | 1% | -7%[9.22 µM] | -0.1%
CC1(C)CN(c2ccc(-c3ccnc4ncnn34)cc2)C1=O | 3% | -2% | ? | -29%[46 µM] | -17% | -2% | 1.1%
CCOC(=O)c1oc2nc3c(cc2c1N)COC(C)(C)C3 | -5% | -1%[46.1 µM] | -6%[38.3 µM] | 5% | -3% | -4% | -0.7%

4 structures from above, ordered by SMILES length, highest first:
SMILES | KinaseGlo FLuc | NPSR antag | IMPase Li inh | Lamin A splicing | CBFb-RUNX1 inh | HttQ103 aggreg | Epigenetic derep
CCC(=O)OCC(=O)[C@@]1(OC(=O)CC)[C@@H](C)C[C@@H]2[C@H]3CCC4=CC(=O)C=C[C@]4(C)[C@@]3(F)[C@@H](O)C[C@@]21C | 2%[39.9 µM] | / | 6% | / | -9% | / | -0.9%
COc1cc(NC(=O)COc2ccc(Cl)cc2)ccc1-c1cc2ccccc2oc1=O | 1% | 7% | -1% | ? | -3% | 6% | 0.0%
Cc1ccc(CCNC(=O)C2CCN(C(=O)N(C)C)CC2)cc1 | 1% | -5%[46.1 µM] | 26%[38.3 µM] | 5% | -1% | 1%[9.22 µM] | 0.0%
CC1(C)CN(c2ccc(-c3ccnc4ncnn34)cc2)C1=O | 3% | -2% | ? | -29%[46 µM] | -17% | -2% | 1.1%

This is a subset; the hit share may differ from the screen's.
